CDK5 inh: inhibitors of human CDK5/p35 kinase, primary screen, biochemical, single concentration | Cyclin-dependent kinase 5 (Homo sapiens) + Cyclin-dependent kinase 5 activator 1 (Homo … | Recombinant CDK5/p35, ADP-Glo luminescence, 60 min | inhibition, % at 10 µM | hit rate 0.01% among 330,000 | AID 488839, 2010;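 active means highest replicate inhibition of at least 50% and at least 75% of replicates reaching 50%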;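 further: plate controls were DMSO neutral control for no effect and GW8510 at 10 µM for full effect; many of its hits are not listed in these tables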
C-LANA FP: inhibitors of KSHV C-LANA binding to DNA, primary screen, biochemical, fluorescence polarization, FAM-LBS DNA, MBP-C-LANA, single point. hit rate 0.078% among 340,000. Kaposi's sarcoma herpesvirus LANA C-terminal domain (residues 932-1162) DNA binding. inhibition, % at 9 µM;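 active means highest replicate inhibition at or above 60% at 9 µM, even if other replicates fall short; inactive means all replicates below 60% inhibition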;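 further: 0% = neutral control wells and 100% = 4 µM acridine orange control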
Rtt109 HAT inh: inhibitors of C. albicans Rtt109/Vps75 HAT, primary screen, biochemical, ThioGlo CoA-SH fluorescence, plate reader | Histone acetyltransferase RTT109 (Candida albicans (strain SC5314 / ATCC MYA-2876)), … | purified Rtt109/Vps75, 4 h | inhibition, % at 34.9 µM | hit rate 0.16% among 330,000 | AID 540336, 2011;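 active means inhibition of at least 50% in every replicate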
Mot1-301 SUMO: yeast Mot1-301 growth rescue at high temperature, primary screen, SUMOylation pathway inhibitor project, S. cerevisiae, ATP luminescence, 38.5C | S. cerevisiae Mot1-301 growth rescue; percent above DMSO median, 100 means doubled | growth rescue, % at 18.8 µM | hit rate 1% among 320,000 | AID 2716, 2010;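 active means every valid replicate shows activation above 250% relative to neutral control wells; inactive means the rest, any valid replicate at or below 250%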;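 further: OY570 slx delta 5 strain wells were the positive control but not used for scaling; some compounds called inactive have numbers as strong as hits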
NSD2 HMT inh: NSD2 histone methyltransferase inhibitors, primary screen, biochemical, AlphaScreen, single concentration, set 2 | Histone-lysine N-methyltransferase NSD2 (Homo sapiens), O96028 | NSD2 peptide methylation, 120 min | inhibition, % at 12.5 µM | hit rate 0.54% among 310,000; in the data active means inhibition above about 50%
Target sequence (O96028 whole entry, looked up): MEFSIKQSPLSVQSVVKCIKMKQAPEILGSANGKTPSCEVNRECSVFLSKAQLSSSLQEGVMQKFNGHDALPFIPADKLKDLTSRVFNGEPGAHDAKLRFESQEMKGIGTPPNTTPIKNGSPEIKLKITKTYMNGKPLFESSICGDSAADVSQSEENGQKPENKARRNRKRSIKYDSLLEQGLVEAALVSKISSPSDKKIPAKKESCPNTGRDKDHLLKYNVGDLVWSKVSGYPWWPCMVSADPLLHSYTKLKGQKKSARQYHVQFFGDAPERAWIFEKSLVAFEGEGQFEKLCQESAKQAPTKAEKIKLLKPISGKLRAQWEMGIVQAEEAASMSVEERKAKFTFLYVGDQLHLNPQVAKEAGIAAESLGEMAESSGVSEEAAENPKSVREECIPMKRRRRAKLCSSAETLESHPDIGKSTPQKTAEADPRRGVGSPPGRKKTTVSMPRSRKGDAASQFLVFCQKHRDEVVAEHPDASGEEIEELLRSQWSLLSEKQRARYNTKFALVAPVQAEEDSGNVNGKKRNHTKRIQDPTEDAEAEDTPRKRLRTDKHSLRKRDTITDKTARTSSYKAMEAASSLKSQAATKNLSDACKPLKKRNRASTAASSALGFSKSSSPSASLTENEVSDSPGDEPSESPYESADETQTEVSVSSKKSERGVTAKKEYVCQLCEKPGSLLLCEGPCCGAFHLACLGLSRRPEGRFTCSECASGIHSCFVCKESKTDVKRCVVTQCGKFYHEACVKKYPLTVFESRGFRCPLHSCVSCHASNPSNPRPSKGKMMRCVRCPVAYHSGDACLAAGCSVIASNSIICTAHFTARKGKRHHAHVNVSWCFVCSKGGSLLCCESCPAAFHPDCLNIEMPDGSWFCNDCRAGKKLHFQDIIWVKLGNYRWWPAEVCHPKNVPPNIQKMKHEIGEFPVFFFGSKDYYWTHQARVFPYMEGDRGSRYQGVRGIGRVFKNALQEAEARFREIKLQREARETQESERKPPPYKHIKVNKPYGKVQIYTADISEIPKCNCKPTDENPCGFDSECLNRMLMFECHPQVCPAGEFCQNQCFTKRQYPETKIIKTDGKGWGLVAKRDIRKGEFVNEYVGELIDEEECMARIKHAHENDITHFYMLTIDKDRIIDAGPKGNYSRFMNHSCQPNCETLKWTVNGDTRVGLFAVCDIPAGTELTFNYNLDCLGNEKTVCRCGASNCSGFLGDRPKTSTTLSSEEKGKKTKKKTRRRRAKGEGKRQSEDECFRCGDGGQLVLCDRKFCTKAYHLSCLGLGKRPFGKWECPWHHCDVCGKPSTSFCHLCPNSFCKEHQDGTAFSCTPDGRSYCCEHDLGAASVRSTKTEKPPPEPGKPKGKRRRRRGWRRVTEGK
Keap1-Nrf2 PPI: Keap1-Nrf2 protein-protein interaction inhibitors, primary screen, biochemical, fluorescence polarization, single point; Kelch-like ECH-associated protein 1 (Homo sapiens), Q14145; Keap1 Kelch-Nrf2 peptide fluorescence polarization, 1536-well; hit rate 0.15% among 340,000; inhibition, % at 9.4 µM; AID 504523, 2011; in the data active means inhibition above about 12%;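 further: human Keap1 Kelch domain with fluorescein labeled Nrf2 9mer peptide probe; 0% = neutral control wells and 100% = peptide positive control; higher means more block of Keap1 binding to Nrf2 peptide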
PvdQ inh: P. aeruginosa PvdQ acylase inhibitors, primary screen, biochemical, fluorescence, plate reader and imaging, single point | hit rate 0.063% among 340,000 | inhibition, % at 10 µM | purified PvdQ acylase | AID 488965, 2010; in the data active means inhibition above about 30%, passing the limit was not always enough;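 further: 0% = vehicle neutral wells and 100% = reference inhibitor wells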
PfHsp90 yeast 2: growth inhibition of PfHsp90-expressing yeast, primary screen, antimalarial PfHsp90 inhibitor project, S. cerevisiae, BacTiter-Glo luminescence, single point, set 2; BacTiter-Glo ATP, 48 h; yeast lacking PDR1 and PDR3 efflux regulators; inhibition, % at 9.4 µM; hit rate 0.32% among 310,000;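 active means every replicate shows inhibition above about 80%, whatever the replicate mean, limit read from the data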;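 further: 0% = DMSO neutral controls and 100% = 20 µM radicicol positive controls; yeast relying on Plasmodium falciparum Hsp90 in place of its own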
Cardiac RTF inh: cardiac RTF calcium sensitivity inhibitors, primary screen, biochemical, IANBD-TnC fluorescence, EC70 calcium; Troponin I, cardiac muscle (Homo sapiens) + Troponin T, cardiac muscle (Homo sapiens) + …; IANBD-labeled cardiac RTF, Ca2+ fluorescence; inhibition, % at 7.15 µM; hit rate 0.12% among 340,000; AID 493244, 2011;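 active means inhibition above the mean inhibition of all tested compounds plus 3 SD, cut at about 17% in these data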;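 further: assay run at fixed EC70 calcium of 1.6 mM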
cardiac RTF act: cardiac RTF calcium sensitivity activators, primary screen, biochemical, IANBD-TnC fluorescence, EC20 calcium; IANBD-labeled TnC RTF fluorescence at EC20 calcium; 0% EC20 calcium, 100% full calcium; activation, % at 7.2 µM; hit rate 0.24% among 340,000;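 active means activation above the mean over all tested compounds plus 3 SD, cut at about 30% in these data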;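 further: rise in fluorescence read as greater calcium sensitivity of cardiac thin filaments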
dFosB act: activators of delta FosB homodimer, primary screen, biochemical, fluorescence polarization, TAMRA-CDK5 oligo, single point | purified delta FosB; percent of positive-control signal above neutral wells | activation, % at 25 µM | hit rate 0.99% among 340,000 | AID 493131, 2011;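 active means mean activation above about 17%, with every replicate also reaching it, limit read from the data, passing the limit was not always enough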;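 further: fluorescence polarization rise as delta FosB binds a TAMRA Cdk5 AP-1 oligo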
An asterisk follows results filed as active; . = no result given.

Sequence of screens – CDK5 inh	C-LANA FP	Rtt109 HAT inh	Mot1-301 SUMO	NSD2 HMT inh	Keap1-Nrf2 PPI	PvdQ inh	PfHsp90 yeast 2	Cardiac RTF inh	cardiac RTF act	dFosB act
1: C=CCC1(CC=C)CCCN1C(=O)CC1C(=O)NCCN1Cc1cc(OC)cc(OC)c1 (configuration not stated)
→ 0.3	-0.2	-1	-7	2	-2	-11	.	-3	0	-12
2: Cc1nc2ccc(C(=O)N3c4ccccc4CC3C)cc2s1 (configuration not stated)
→ -0.9	2.4	-15	-4	-2	1	2	1	8	0	-4
3: CC1Sc2ccc(S(=O)(=O)N3CCC(C(=O)N(C)Cc4ccccc4)CC3)cc2NC1=O (configuration not stated)
→ -0.1	-0.4	0	63	7	-5	3	-12	3	-5	-3
4: CC(=O)c1c(C)[nH]c(C(=O)Nc2cccc(S(=O)(=O)N(C)c3ccccc3)c2)c1C
→ -0.3	-0.2	1	12	4	-3	-4	-6	9	2	-6
5: CC(C)C(=O)NC(Nc1ccc(S(N)(=O)=O)cc1)C(Cl)(Cl)Cl (configuration not stated)
→ -0.4	-0.8	-9	-13	-1	0	-11	-9	-12	12	-11
6: COc1cccc(-n2nnc(S(=O)(=O)c3ccc(C)cc3)c2N)c1
→ 0.1	1.1	-5	-5	-2	-4	-9	-1	-9	1	-1
7: NC(=O)c1nsc(C(=O)N(c2ccc(F)cc2)C(C(=O)NC2CCCC2)c2ccncc2)c1N (configuration not stated)
→ -2.9	0.5	-1	-1	.	-8	-8	-24	-7	9	9
8: CNC(=O)c1cc(C(=O)c2ccc(F)cc2C(F)(F)F)c[nH]1
→ -1.7	-1.3	3	-4	2	-1	-3	22	9	-4	1
9: C=C(C)C1CC=C(C)/C(=N/NC(=O)c2ccc(NC(=O)c3cccc(C)c3)cc2)C1 (configuration not stated)
→ -4.7	-0.2	-4	-15	-1	-5	-14	-3	-5	-7	3
10: CSc1ncc(C(=O)Nc2ccccc2Cl)c(C)n1
→ -1.3	0.8	2	8	0	3	-8	-23	-5	-3	7
11: Cc1ccccc1N=C1SCC(=O)N1Cc1ccccc1
→ -0.4	3.2	-2	24	-7	0	-3	-25	0	4	-2
12: CC(/C=C1\SC(=S)N(NC(=O)c2cccc(O)c2)C1=O)=C\c1ccccc1
→ -0.6	0.5	35	20	11	-2	-11	-100	-10	-13	-2
13: O=C(/C=C/c1cn(CC(O)CN2CCCCC2)c2ccccc12)c1cccs1 (configuration not stated)
→ -3.4	1.1	4	1	-11	-45	-13	-15	-30	29	14
14: CCOC(=O)N1CCN(C(=O)c2ccc(CS(=O)(=O)c3c(Cl)cccc3Cl)o2)CC1
→ 0.0	1.8	-1	603*	.	-4	5	-4	-2	0	6
15: O=C(c1ccccc1)N1CCN(C(=O)c2nn3c(C(F)(F)F)cc(-c4ccccc4)nc3c2Br)CC1
→ -0.3	-0.2	-15	-21	.	-3	-12	5	7	0	-12
16: COCC(=O)N(Cc1cc2ccc(C)cc2[nH]c1=O)c1ccc(OC)cc1
→ -0.9	0.7	-5	4	3	1	-3	11	-4	0	-8
17: O=C(CSc1ccc([N+](=O)[O-])cn1)Nc1ccc2c(c1)OCO2
→ 0.8	-0.5	4	-9	4	3	0	16	7	-2	-4
18: CCCc1cc(=O)[nH]c(SCC(=O)N(C)C2CCS(=O)(=O)C2)n1 (configuration not stated)
→ 1.2	0.1	3	31	-1	-4	-19	28	0	5	-5
19: COc1ccc(NC2CCCN(C(=O)CCCn3cncn3)C2)cc1 (configuration not stated)
→ -2.1	-1.8	-4	27	0	1	-17	.	-3	2	-6
20: COc1cc2c(cc1NC(=S)NC(=O)/C=C/c1ccc(OC)c(OC)c1)oc1ccccc12
→ -0.9	-1.0	17	.	-1	3	6	-13	0	4	2
21: CNc1nnc(-c2ccncc2)s1
→ 0.9	-2.3	6	-14	1	0	16	.	-5	3	-4
22: CCCNC(=O)c1c(N)n(-c2cc(OC)cc(OC)c2)c2nc3ccccc3nc12
→ -0.6	-0.6	-6	-20	-17	-3	-21	.	0	3	0
23: O=C(CCc1nnc2n(Cc3ccc(F)cc3)c(=O)c3ccccc3n12)NCCCN1CCOCC1
→ .	-0.1	0	19	-1	1	-10	8	9	1	1
24: Cc1ccc(C)c(NCCC#N)c1
→ 0.2	-2.4	4	17	5	-7	-12	15	-5	9	-5
25: OC1CCN(c2cc(-c3ccccc3)nc3cc(-c4ccc(F)cc4)nn23)CC1
→ -0.4	0.2	-5	-28	-1	1	-8	13	-2	4	-4
26: CCN(c1ccccc1)S(=O)(=O)c1ccc(Cl)c(C(=O)NCC2CCCO2)c1 (configuration not stated)
→ -0.5	0.5	-2	5	-3	0	3	-2	1	3	-2
27: Cc1ccc(N2C(=O)Nc3ccccc3S2(=O)=O)cc1Cl
→ 0.0	-1.7	-2	-9	1	1	-13	3	-8	-6	-17
28: COc1cccc(OCC(Cn2c(C)nc3ccccc32)OC(C)=O)c1 (configuration not stated)
→ 0.0	1.4	-4	667	0	-1	-18	-14	-2	-4	-7
29: FC(F)(F)c1cnc2c(-c3ccccc3)n[nH]c2c1
→ -0.5	-1.6	0	.	-3	-1	-16	3	.	.	-1
30: CCOCN(C(=O)Cn1cnc2ccccc21)c1c(C)cccc1CC
→ 1.2	-0.6	4	0	-2	-6	-16	.	-10	2	-9
31: COC(=O)c1cnn2c3c(c(C)nc12)CCCC3
→ 1.9	-0.6	-2	256	-1	-7	-3	7	2	-4	-1
32: O=C(CSc1nnc(Cc2ccccc2)o1)NC1CCCCC1
→ 1.5	1.3	-4	-3	-2	1	-5	1	-6	-1	-3
33: Cc1ccc(OCC(=O)NC(=S)Nc2ccc(Br)cn2)cc1C
→ 1.8	0.0	5	5	-1	-3	-2	2	-8	-4	5
34: CCN(Cc1ccccc1)S(=O)(=O)c1cc(C(=O)NC(C)C2CC3CCC2C3)ccc1OC (configuration not stated)
→ -0.4	2.0	14	5	-2	-1	-14	-17	11	5	-9
35: COc1ccc(CNc2nc3ccccc3n2C)c(O)c1
→ 1.6	0.4	0	159	-2	-3	-1	10	1	-1	-3
36: COc1cc(OC)cc(C(=O)NC(C(=O)Nc2ccc(N3CCOCC3)cc2)C(C)C)c1 (configuration not stated)
→ 1.2	-1.1	-2	.	1	-3	-14	7	-3	-11	-2
37: Cc1cc(F)ccc1N1CCC(N2CCN(CCC(C)C)C(CCO)C2)CC1 (configuration not stated)
→ -0.4	-0.1	-5	19	1	-3	-3	27	-12	7	-2
38: Cc1c(O)nc(SCC(=O)Nc2ccc3c4c(cccc24)CC3)n(-c2ccccc2)c1=O
→ -5.0	0.3	.	-1	2	3	-14	-7	-18	5	-7
39: CC(c1ccccc1)N1C(=O)c2ccc(C(=O)NCc3cccnc3)cc2C1=O (configuration not stated)
→ -1.3	0.7	12	9	1	0	-14	-5	-10	3	-12
40: CCN(CC)S(=O)(=O)c1ccc(/C=C/C(=O)Nc2cccc(F)c2)cc1
→ -0.6	0.2	6	5	-3	-4	11	-4	-5	2	-2
41: CCC(C)(C)NC(=O)Cc1ccccc1OC
→ -1.1	-1.8	-4	-9	1	1	-10	11	-3	2	-1
42: CC1CN(c2nc3ccccc3nc2SCC(=O)Nc2cccc(C(F)(F)F)c2)CC(C)O1 (configuration not stated)
→ -0.9	-1.2	-6	10	.	4	-3	2	-1	-1	10
43: COc1ccc(OC)c2[nH]c(=O)c(CCNS(=O)(=O)c3ccc(Cl)cc3)cc12
→ -1.9	0.8	-4	119	1	-2	-9	-12	-3	28	-12
44: Clc1ccc2c(c1)C1=C(C(c3ccncc3)O2)C(c2ccc(Br)cc2)n2ncnc2N1 (configuration not stated)
→ 0.4	1.0	8	12	2	-3	-9	-9	-6	5	-6
45: COC(=O)N/N=C(\C)c1ccccc1OC(F)F
→ 0.0	-0.6	-15	-5	1	-1	-12	14	-5	4	-1
46: Cc1cc2ncn(/N=C/c3ccc([N+](=O)[O-])s3)c2cc1C
→ .	-1.2	2	27	-1	4	7	-53	-3	-1	-3
47: Cc1noc(C)c1NC(=O)Nc1cccc2c1O[C@H](CN(C)S(C)(=O)=O)[C@@H](C)CN([C@H](C)CO)C2=O
→ -1.8	-3.0	-1	-6	.	-1	-8	5	-1	-4	-1
48: CC(=O)N1CCCc2cc(S(=O)(=O)N3CCCC(C(=O)Nc4cc(C)ccc4C)C3)ccc21 (configuration not stated)
→ 1.3	-1.2	-1	-22	-1	4	-10	-16	-4	2	-2
49: Cc1ccc(Nc2nc(N)c([N+](=O)[O-])c(N3CCC(C)CC3)n2)cc1C
→ 1.8	2.4	3	-20	3	4	-7	70	-15	-17	-1
50: CC1=CC(C)C(C[N+]2(C)CCCCC2)C(C)C1 (configuration not stated)
→ -0.7	0.2	-2	-5	-1	0	-14	-20	-12	5	-7

Remaining list, next part:
Sequence of screens – CDK5 inh	C-LANA FP	Rtt109 HAT inh	Mot1-301 SUMO	NSD2 HMT inh	Keap1-Nrf2 PPI	PvdQ inh	PfHsp90 yeast 2	Cardiac RTF inh	cardiac RTF act	dFosB act
51: COC(=O)Cc1c(C)nc2nc(NCc3cccc([N+](=O)[O-])c3)[nH]n2c1=O
→ 0.9	0.0	3	-7	-2	-2	-20	-2	-8	-2	-6
52: CNC(=O)C(NC(=O)CNC(=O)c1ccc(Cl)cc1)C(C)(C)C (configuration not stated)
→ 0.2	-1.1	5	537	-2	4	-9	-9	-12	4	-2
53: CCCCN(CCCC)CCNC(=O)CSCc1ccc(C)cc1
→ -0.5	-2.2	0	5	10	5	-4	-11	-15	1	-3
54: O=C1N[C@H]2CC=C[C@H]2Nc2ccccc21
→ -1.4	0.5	0	.	.	-9	-24	16	-10	-2	-7
55: Cc1ccc2nc(-c3ccc(NC(=O)COC(=O)c4ccc([N+](=O)[O-])o4)cc3)sc2c1
→ -0.5	-1.4	11	-5	1	-4	-12	-16	-7	9	-9
56: CCN(CC(=O)NCc1cccs1)C(=O)c1cccc(S(=O)(=O)N2CC(C)OC(C)C2)c1 (configuration not stated)
→ -0.3	0.2	-7	118	-2	-6	-14	-6	-4	-5	-5
